# Abeta rescue: qHTS for compounds that reverse cellular toxicity of Amyloid beta (A-beta) peptide in yeast: Primary Screen; yeast expressing A-beta42, growth rescue, OD600, 48 h; response scale: 0% DMSO, 100% iron-clioquinol control; Potency, µM (highest dose often 46.1 µM), without a hit: at the top dose growth rescue, hits mostly activators; hit rate 0.063% among 410,000; AID 1347071, 2019; note: potency is the fitted concentration of half-maximal effect; nearly all actives have a fitted effect of over 55% in size
#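 Growth rescue measured by 600 nm absorbance after 48 h yeast culture at 30 C with compound. Values normalized between DMSO and an equimolar ferric chloride plus clioquinol control.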
# D3 antag: qHTS of D3 Dopamine Receptor Antagonist: qHTS; AID 652054, 2013; D(3) dopamine receptor (Homo sapiens), P35462; D3R cells, DiscoveRx beta-arrestin luminescence, antagonist mode; hits give low values; hit rate 2.5% among 360,000; max response, negative = inhibition, %; in the data active = max response below about -50%; inconclusive = no clear call, values can overlap the other calls; note: % is set by controls: 0 for no effect and ±100 for the full control effect; mostly tested at two doses, the higher about 12 µM
# Target sequence (P35462 whole entry, looked up): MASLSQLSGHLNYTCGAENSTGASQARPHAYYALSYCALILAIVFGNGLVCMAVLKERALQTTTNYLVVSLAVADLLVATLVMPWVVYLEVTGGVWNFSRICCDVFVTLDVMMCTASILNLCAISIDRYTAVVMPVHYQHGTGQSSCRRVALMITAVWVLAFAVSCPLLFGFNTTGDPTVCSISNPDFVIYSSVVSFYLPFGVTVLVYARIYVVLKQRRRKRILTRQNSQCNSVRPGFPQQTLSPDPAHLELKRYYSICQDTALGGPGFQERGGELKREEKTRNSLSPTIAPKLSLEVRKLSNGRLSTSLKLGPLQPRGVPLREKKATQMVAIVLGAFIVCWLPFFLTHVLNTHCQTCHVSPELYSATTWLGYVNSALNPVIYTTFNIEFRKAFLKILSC
#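 Cells expressing the human receptor were seeded at 1500 cells/well, incubated overnight at 37 degrees C in 5% CO2, then exposed to library compounds with dopamine controls for 90 minutes at 37 degrees C before luminescent detection.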
# FUS suppressor: qHTS for Suppressors of FUS Proteinopathy: Primary screen using FUS-linked yeast assay | AID 1347120, 2019 | S. cerevisiae FUS-expressing, growth rescue, OD600, 24 h | Potency, µM (highest dose often 76.6 µM), for inactives: at the top dose growth rescue (activation), most hits filed as activators | hit rate 0.24% among 390,000;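 note: potency is the fitted concentration of half-maximal effect; plate controls were DMSO vehicle for no effect and reference control for full effect; nearly all actives have a fitted effect of over 55% in size; some results filed as inactive show a strong effect at the top dose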
#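 Quantitative HTS measuring growth restoration of FUS-toxic yeast. Galactose-induced cells (OD 0.005) were exposed 24hr at 30C to compounds at several concentrations, then absorbance at 600 nm was recorded.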
# aSyn yeast inh: qHTS of alpha-syn Inhibitors; Potency, µM (highest dose often 46.1 µM), for the others: at the top dose growth rescue (activation), actives largely listed as activators; AID 652106, 2013; Yeast expressing alpha-synuclein, growth rescue, BacTiter-Glo, 24 h; hit rate 0.14% among 370,000; note: potency is the fitted concentration of half-maximal effect; % of control where 0% means no effect; nearly all actives have a fitted effect of over 65% in size
#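 Rescue of yeast growth: cells expressing toxic alpha-synuclein, induced in galactose at OD600 0.02, incubated with compound 24 h at 30 C. ATP luminescence quantified growth; inhibitors of toxicity appear as activators.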
# pAkt inh: HTS Assay for Inhibitors of Akt Phophorylation: Primary Screen; activity change, % for hits at 50 µM; hit rate 0.32% among 360,000; Neuro2A IGF-stimulated pAkt S473 HTRF, 20 min; hits give low values; AID 651550, 2012; in the data active = activity change below about -80%; inconclusive = mostly about -51% to -80%; note: % is set by controls: 0 for no effect and ±100 for the full control effect
#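 Neuro2A cells in DMEM with 0.5% FBS, overnight at 37 deg C, given compound at single 50 µM final, then IGF (6 nM final) for 20 min at 37 deg C. Lysed; phospho-Akt Ser473 by HTRF after 24 h, 665/615 ratio.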
# GLP-1R agonist: qHTS of GLP-1 Receptor Agonists. HEK293 GLP-1R CRE-luciferase, luminescence, 4-6 h; cells express a hypersensitive GLP-1R form. AID 624172, 2012. Glucagon-like peptide 1 receptor (Homo sapiens), P43220. Potency, µM (highest dose often 45.6 µM), inactives show top-dose activation, most hits filed as activators. hit rate 0.007% among 380,000; note: potency is the fitted concentration of half-maximal effect; % of control where 0% means no effect
# TDP43 rescue: qHTS of TDP-43 Inhibitors. TDP-43 expressing yeast growth rescue, BacTiter-Glo, 24 h. Potency, µM (doses to about 46.1 µM), inactives show at the top dose growth rescue (activation), usual class: activators. hit rate 1.8% among 410,000. AID 652104, 2013; note: potency is the fitted concentration of half-maximal effect; % of control where 0% means no effect; nearly all actives have a fitted effect of over 50% in size
#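 Yeast expressing TDP-43 (pregrown in raffinose, seeded at OD600=0.02 in galactose medium) exposed to compounds 24 hr at 30 deg C. Growth read by BacTiter-Glo luminescence; rescue of toxicity appears as increased signal.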
# PTHR1 agonist: qHTS for PTHR1 Agonists: Primary Screen; HEK293 GP2 PTHR1 cells, GloSensor cAMP luminescence, 1 h; Potency, µM (titrated, usually from 115 µM), for the others: at the top dose activation, most hits filed as activators; hit rate 0.075% among 410,000; AID 743266, 2014; note: potency is the fitted concentration of half-maximal effect; nearly all actives have a fitted effect of over 55% in size; some results filed as inactive show a strong effect at the top dose; inactives centre near -15; many of its hits are not listed in these tables
# Target sequence (Q03431 whole entry, looked up): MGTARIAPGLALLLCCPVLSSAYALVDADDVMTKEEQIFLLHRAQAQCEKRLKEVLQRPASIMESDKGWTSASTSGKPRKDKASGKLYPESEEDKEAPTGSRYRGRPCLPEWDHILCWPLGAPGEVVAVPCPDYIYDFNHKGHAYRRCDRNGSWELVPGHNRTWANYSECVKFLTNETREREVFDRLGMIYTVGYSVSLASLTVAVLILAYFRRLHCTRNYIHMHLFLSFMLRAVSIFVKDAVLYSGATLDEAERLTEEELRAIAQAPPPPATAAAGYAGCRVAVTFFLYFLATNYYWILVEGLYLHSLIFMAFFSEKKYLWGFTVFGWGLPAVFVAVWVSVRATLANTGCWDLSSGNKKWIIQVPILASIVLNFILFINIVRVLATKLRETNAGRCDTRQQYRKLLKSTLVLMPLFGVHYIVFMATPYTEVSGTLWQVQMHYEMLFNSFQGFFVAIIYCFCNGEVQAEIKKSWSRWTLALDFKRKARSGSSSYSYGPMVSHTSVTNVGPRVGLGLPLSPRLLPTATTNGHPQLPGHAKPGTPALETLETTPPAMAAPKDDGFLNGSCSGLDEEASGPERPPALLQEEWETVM
#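 HEK-293-derived GP2 cells expressing PTHR1 and a GloSensor cAMP reporter, 3,000/well, plated overnight, given luciferin plus IBMX (each 0.5 mM as added) for 1 h at 37 °C, then compound for 1 h at 37 °C. Luminescence was read after 15 min at room temperature.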
# GLP1R inv ag: qHTS of GLP-1 Receptor Inverse Agonists (Inhibition Mode); hit rate 1.6% among 410,000; Potency, µM (top dose mostly 38.3 µM), for the others: at the highest dose activity change, negative = inhibition, hits mostly inhibitors; HEK293 GLP-1R CRE-luciferase, luminescence, 24 h; GLP-1R form is constitutively active; Glucagon-like peptide 1 receptor (Homo sapiens), P43220; note: potency is the fitted concentration of half-maximal effect; % is set by controls: 0 for no effect and ±100 for the full control effect; nearly all actives have a fitted effect of over 55% in size
#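 Inverse agonism was detected as reduced cAMP-driven luciferase luminescence after 24 h compound treatment. The cells were HEK293 clones expressing constitutively active human GLP-1R with the reporter. Reporter-only and GPR119 cell lines served as counterscreen controls.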
# Starred values were filed as active, the others as inactive; i = inactive; ? = inconclusive; / = no result given; [ ] = remark or other dose. Unless noted, calls come from the whole dose curve; as a rule, active = well fitted curve in the direction sought with a large enough effect; inconclusive = small, poorly fitted or top-dose-only effect, or another doubt; inactive = no such curve, though single readings can be large; an effect the other way counts as inactive or inconclusive. These rows are one share of the data (hit frequency here may not be typical).
# Preview (two entries):
SMILES,Abeta rescue,D3 antag,FUS suppressor,aSyn yeast inh,pAkt inh,GLP-1R agonist,TDP43 rescue,PTHR1 agonist,GLP1R inv ag
Cc1cccc(C)c1NC(=O)C1(C)CN(S(C)(=O)=O)CC(=O)N1CC(F)(F)F (stereo not given),-5%,1,-3%,1%,i,/,11%,-14%,-1%
CN1CCc2c(sc(/N=C/c3c[nH]c4ccccc34)c2C#N)C1,-42%[inhibitor],?,-5%,0%,i,7%,-7%,-7%,4%

# The whole of this part, repeating the preview:
SMILES,Abeta rescue,D3 antag,FUS suppressor,aSyn yeast inh,pAkt inh,GLP-1R agonist,TDP43 rescue,PTHR1 agonist,GLP1R inv ag
Cc1cccc(C)c1NC(=O)C1(C)CN(S(C)(=O)=O)CC(=O)N1CC(F)(F)F (stereo not given),-5%,1,-3%,1%,i,/,11%,-14%,-1%
CN1CCc2c(sc(/N=C/c3c[nH]c4ccccc34)c2C#N)C1,-42%[inhibitor],?,-5%,0%,i,7%,-7%,-7%,4%
Cc1ccccc1N(C(=O)Cn1nnc(-c2ccc(F)cc2)n1)C(C(=O)NC(C)(C)C)c1ccncc1 (stereo not given),-5%,-7,24%,2%,i,1%,-6%,-10%,?
Cc1sc2nc(CN3CCCC3)nc(N3CCN(S(=O)(=O)c4ccccc4)CC3)c2c1C,-1%,-25,37%,-2%,i,1%,-13%,16%,?
CSc1ncc(Cl)c(C(=O)Nc2cccc(C)c2)n1,0%,-15,/,1%,i,-4%,?,-33%[inhibitor],?
CCCNC(=O)c1ccc(N2CCC3(CC2)CC(c2cccc(Br)c2)=NO3)c(NC(=O)c2ccc(Br)cc2)c1,9%,8,?,1%,i,-5%,8%,-5%,14%
CC(=O)c1ccc(OCc2cc(C(=O)N3CC4C[C@@H]5CC3C[C@H](C4)C5)no2)cc1,-11%,5,21%,13%,i,-20%,?,-43%[inhibitor],-25%
Cc1ccc(C(=O)OCC(=O)c2ccccc2)cc1,-2%,11,1%,4%,i,-8%,0%,-23%,?
Cc1nn(-c2ccccc2)c(N)c1C(O)(C(F)(F)F)C(F)(F)F,12%,-19,/,0%,i,0%,20%,i,1%
CCc1ccc(-c2nc(NC(=S)NC(=O)c3cccs3)sc2C)cc1,-1%,-5,1%,2%,i,-13%,-7%,-35%[inhibitor][57.5 µM],0%
Cc1ccc(S(=O)(=O)N2CCN(C(=O)COC(=O)c3ccc(Br)o3)CC2)c(C)c1,-4%,-6,18%,1%,i,2%,22%,-25%,1%
COc1cccc(CNC(=O)c2ccc(S(=O)(=O)N3CCCC3)cc2)c1,12%,15,-4%,-2%,i,10%,7%,i,?
CCC[C@@H](CN1CCC[C@H]1CN1C(N)=NC[C@H]1C(C)C)N1C[C@@H]([C@H](C)CC)N(CCCC2CCCC2)C1=N,-10%,-6,-2%,6%,i,8%,10%,-23%,1%
C=CC[C@@H](CC(=O)N(CCO)Cc1ccccc1)C(=O)N[C@H](C)COC(=O)[C@@H](CC=C)Cc1ccc(F)cc1,5%,162,?,4%,i,-5%,6%,-95%[inhibitor],-16%
COc1ccc(OC)c(-n2cnc3cc(C(=O)NC4CCCC4)ccc32)c1,1%,/,4%,/,/,/,21%,-58%[inhibitor],8%
CCOc1ccc(C2=Nn3cnnc3SC2)cc1,5%,-16,55%,-2%,i,6%,-8%,11%,53%[activator]
COc1ccc(Cc2nnc(NC(=O)c3cccc(C)c3)s2)cc1,-5%,10,-3%,0%,i,6%,-20%,i,-20%
CCOc1ccccc1NC(=O)CSc1nnc(-c2cnccn2)n1CC,0%,37,3%,3%,i,12%,?,i,28%
COc1ccc(-n2c(-c3ccc(C)cc3)cc3c2CC(C)(C)CC3=O)c(OC)c1,-12%,/,?,/,/,/,28%,-26%,?
Cc1ccc(S(=O)(=O)N(C)C[C@H]2Oc3ccc(NC(=O)Nc4c(C)noc4C)cc3CC(=O)N([C@@H](C)CO)C[C@@H]2C)cc1,3%,2,42%,2%,i,11%,0%,i,-1%
CCc1ccccc1NC(=O)CN(C)C(=O)CSc1nnc(Nc2ccc(C)cc2)s1,-7%,-22,/,-3%,i,-1%,8%,-16%,?
NCC(=O)Nc1ccc(Br)cc1,14%,-24,-2%,1%,i,-5%,/,-17%,-14%
Cc1sc(NC(=O)c2ccccc2)c(C(=O)NCCN(C)C)c1C,9%,-14,66%,-2%,i,4%,21%,-9%[57.5 µM],-8%
COc1ccccc1[C@H]1C(c2ccccc2)=NN(c2ccccc2)[C@@H]1CO,-12%,37,24%,?,i,3%,?,-17%,?
COC(=O)[C@@]12C[C@@H](CC(=O)NCc3ccccc3)C(=O)N(Cc3ccco3)C1=CCC(C)(C)C2,-5%,0,29%,-2%,i,/,9%,i,-22%
O=C(OCc1ccccc1)N1CCC2CC1c1cc(-c3ccc(F)cc3)ccc12 (stereo not given),-7%,-7,-8%,1%,i,16%,5%,-31%[inhibitor],?
NS(=O)(=O)c1ccc(CCNC(=O)CNS(=O)(=O)c2cccc(Br)c2)cc1,1%,15,11%,-5%,i,0%,4%,i,11%[7.66 µM]
Cc1ccc(NC(=O)CC2OC(=O)c3ccccc32)cc1S(=O)(=O)N1CCCCCC1 (stereo not given),12%,-19,32%,12%,i,2%,23%,-94%[inhibitor],?
CCOc1cc(CNc2nn[nH]n2)ccc1OCC(=O)NC(C)(C)C,-13%,17,3%,9%,i,-3%,/,i,5%
CCn1c(C)nnc1SCC(=O)Nc1cccc(C(F)(F)F)c1,2%,13,7%,3%,i,0%,14%,-11%,-12%
CCn1cc(C(=O)NCC(OC)OC)c(=O)c2cc(S(=O)(=O)N3CCOCC3)ccc21,/,-23,-4%,-1%,i,-1%,7%,i,-4%
O=C(NCc1ccccc1)C(c1ccccc1F)n1c(=O)c(-c2ccco2)nc2ccccc21 (stereo not given),1%,0,?,12%,i,/,-17%,2%,2%
CCO[C@@H]1OC(C(=O)NCc2ccccc2)=C[C@H](C(C)(C)C)[C@H]1CCCO,-14%,0,30%,-2%,i,-4%,-24%,-44%,?
CCCOc1ccc(-c2nn(-c3ccccc3)cc2/C=C2\SC(N)=NC2=O)cc1C,-1%,23,6%,6%,i,2%,13%,i,7%
Nc1nnc(CCc2ccccc2)s1,5%,-18,23%,1%,i,6%,5%,i,2%
Nc1nnc(SCC(=O)OCC(=O)NC23CC4CC(CC(C4)C2)C3)s1,-12%,10,6%,0%,i,0%,7%[9.22 µM],i,7%[7.66 µM]
Cc1ccc(-c2nnc(Nc3cccc(Br)c3)c3ccccc23)cc1S(=O)(=O)N1CCCCC1,-5%,/,?,/,/,/,15%,i,-11%
NNC(=O)c1cc(NS(=O)(=O)c2cccs2)cc(NS(=O)(=O)c2cccs2)c1,3%,-2,/,2%,i,-5%,13%,i,6%
Cc1ccc(O)c(Nc2ncnc3ccc([N+](=O)[O-])cc23)c1,-15%,-27,3%,11%,i,-3%,-8%,?,?
CN(C)S(=O)(=O)c1cccc(C(=O)NCCCn2ccnc2)c1,-7%,-9,-1%,-10%,i,4%,15%[9.22 µM],i,9%
Cn1c(SCC(=O)N2CCOCC2)nc2c(c1=O)SCC2,5%,-19,15%,-5%,i,-6%,3%,i,1%
O=C(Nc1ccc(Cl)cc1)c1ccco1,-5%,10,4%,-15%,i,0%,?,-2%,6%
O=C(CNC(=O)N1CC(=O)Nc2ccccc21)NCCc1c[nH]c2ccccc12,-9%,15,17%,3%,i,4%,6%,-1%,-29%
O=C1CN(C(=O)COC(=O)[C@@H]2CCCN2S(=O)(=O)c2ccc(Cl)cc2)c2ccccc2N1,21%,-13,9%,0%,i,-1%,0%,-19%,6%
Cc1cc(C)c2c(n1)sc1c(=O)n(-c3ccccc3C(F)(F)F)nnc12,-20%,/,-20%,2%,/,30%,8%,-16%,17%
O=S(=O)(c1ccc2c(c1)CCCN2)N1CCCCC1,1%,-4,1%,7%,i,1%,26%,i,-17%
COC(=O)C1CCN(C(=O)COC(=O)c2oc3ccc(OC)cc3c2C)CC1,5%,-11,22%,0%,i,-7%,18%,-2%,3%
COc1ccccc1NC(=O)CSc1n[nH]c(-c2cccnc2)n1,-10%,5,2%,-4%,i,3%,-5%,-19%,11%
CC1CC(C)CN(C(=O)COC(=O)c2ccc3c(c2)C(=O)N(Cc2ccco2)C3=O)C1 (stereo not given),3%,-1,34%,7%,i,-2%,14%,-14%,-10%
CCCCC1CCC(C(=O)N2CC(=O)Nc3ccc(F)cc3C2c2ccc(F)cc2)CC1 (stereo not given),?,/,?,/,/,/,17%,-7%,?
Cc1ccc(S(=O)(=O)N2CCOC2CNC(=O)C(=O)NCCc2ccccc2)cc1 (stereo not given),-11%,8,15%,2%,i,7%,-18%,-39%[inhibitor],?
COc1ccc(CCNC(=O)CSc2nc3cc(Cl)ccc3o2)cc1OC,22%,-11,-3%,5%,i,0%,11%,-5%[57.5 µM],-27%
CCS(=O)(=O)C1=NN2C(=N)/C(=C\c3ccc(OCCOc4cccc(OC)c4)c(OC)c3)C(=O)N=C2S1,4%,0,9%,6%,i,-2%,-4%,-22%,6%
CCOC(=O)CCCCC(=O)c1[nH]c(=O)[nH]c1Cn1cnc2ccccc21,9%,-15,18%,0%,i,-5%,-12%,i,0%
CC(=O)N1CCN(S(=O)(=O)c2ccccc2)C1c1ccccc1 (stereo not given),-4%,-4,9%,1%,i,9%,-9%,i,1%
